Shiga toxin inh: A qHTS for Small Molecule Inhibitors of Shiga Toxin; AID 2315, 2010; inhibition, % at 38.7 µM; hit rate 9.2% among 290,000; Vero cells, Shiga toxin protein synthesis inhibition reporter; in the data active = inhibition mostly above about 28%, no sharp cut-off; inactive = mostly below about 43%; also: 0% is about no effect
HCV inh: qHTS Assay for Inhibitors of Hepatitis C Virus (HCV). hit rate 3.4% among 340,000. Potency, µM (doses to about 41.8 µM), inactives show at the highest dose activity change, negative = inhibition, hits mostly inhibitors. AID 651820, 2012. Huh7.5.1 HCVcc-Cre infection, luciferase reporter, 44 h; also: potency is read from the fitted curve at half-maximal effect; % is scaled to controls: 0 for no effect and ±100 for the full control effect
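After 44 h co-culture of compound, cells and HCVcc-Cre (~0.5 moi), substrate is added for 15 min at room temperature and luciferase measured over 15 sec. Cells were seeded at 1,000/well and pre-cultured 4 h.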
LmPK inhibitor: qHTS Assay for Inhibitors of Leishmania Mexicana Pyruvate Kinase (LmPK) | Q27686 | purified LmPK, Kinase-Glo ATP luminescence, 1 h | Potency, µM (titrated, usually from 57.5 µM), inactives show at the highest dose activity change, negative = inhibition, usual class: inhibitors | hit rate 0.37% among 290,000 | AID 1721, 2009; also: potency is read from the fitted curve at half-maximal effect; % is scaled to controls: 0 for no effect and ±100 for the full control effect
Target sequence (Q27686 whole entry, looked up): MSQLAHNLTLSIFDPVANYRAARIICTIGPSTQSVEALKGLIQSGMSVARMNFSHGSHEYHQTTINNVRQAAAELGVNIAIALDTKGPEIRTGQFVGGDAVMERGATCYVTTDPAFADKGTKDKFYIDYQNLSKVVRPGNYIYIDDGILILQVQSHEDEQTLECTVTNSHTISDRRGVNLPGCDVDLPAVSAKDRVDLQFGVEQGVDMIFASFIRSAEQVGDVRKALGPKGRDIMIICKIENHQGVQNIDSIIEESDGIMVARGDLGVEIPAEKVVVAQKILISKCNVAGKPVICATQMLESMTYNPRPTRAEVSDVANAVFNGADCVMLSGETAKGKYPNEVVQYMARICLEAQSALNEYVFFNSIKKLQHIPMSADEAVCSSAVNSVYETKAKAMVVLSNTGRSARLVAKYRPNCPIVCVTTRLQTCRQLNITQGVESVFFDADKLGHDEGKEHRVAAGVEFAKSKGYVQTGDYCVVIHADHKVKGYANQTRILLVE
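ATP generated from ADP (0.1 mM) and PEP (0.5 mM) by 0.1 nM LmPK over 1 h at room temperature (pH 7.2 imidazole buffer) was detected by coupled luciferase luminescence. Values were normalized to uninhibited and no-enzyme wells.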
Tb PYK inh: qHTS of Trypanosoma Brucei Inhibitors; pyruvate kinase (Trypanosoma brucei), Q57TT1; TbPYK enzyme, Kinase-Glo Plus ATP luminescence, 45 min; Potency, µM (top dose mostly 76.8 µM), inactives show top-dose activity, negative = inhibition, usual class: inhibitors; hit rate 0.12% among 410,000; AID 624173, 2012; also: potency is read from the fitted curve at half-maximal effect; % is scaled to controls: 0 for no effect and ±100 for the full control effect; nearly all actives have a fitted effect of over 50% in size
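TbPYK + substrate in 50 mM TEA pH 7.2, 100 mM KCl, 10 mM MgCl2, 0.05% BSA, 0.01% Tween-20; cpd pinned; ADP 130 uM final; 45 min RT; Kinase-Glo Plus 10 min; luminescence endpoint.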
CHX counter: Cycloheximide Counterscreen for Small Molecule Inhibitors of Shiga Toxin. max response, %. cell reporter, cycloheximide protein synthesis inhibition counterscreen. hit rate 12% among 300,000. AID 2314, 2010; in the data active = max response mostly above about 13%, no sharp cut-off; inactive = mostly below about 14%; also: read at 38.3 µM for the half of the compounds with a filed dose; 0% is about no effect
Pf growth 48h: Primary qHTS for delayed death inhibitors of the malarial parasite plastid, 48 hour incubation; P. falciparum luciferase growth in erythrocytes, 48 h; Potency, µM (series often up to 28.7 µM), for inactives: at the top dose activity change, negative = inhibition, most hits filed as inhibitors; hit rate 5.9% among 310,000; AID 504832, 2011; also: potency is read from the fitted curve at half-maximal effect; % is scaled to controls: 0 for no effect and ±100 for the full control effect
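Luciferase-expressing P. falciparum in infected erythrocytes (2% hematocrit, 0.1% parasitemia final) in RPMI 1640/0.5% Albumax were exposed to compound for 48 hours at 37 C, 5% CO2; growth read as luminescence.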
Pf growth 96h: Primary qHTS for delayed death inhibitors of the malarial parasite plastid, 96 hour incubation; Potency, µM (top dose mostly 28.7 µM), for the others: at the top dose activity change, negative = inhibition, actives largely listed as inhibitors; P. falciparum luciferase reporter growth, 96 h; hit rate 6.9% among 320,000; also: potency is read from the fitted curve at half-maximal effect; % is scaled to controls: 0 for no effect and ±100 for the full control effect
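Readout is luminescence from an integrated firefly luciferase in P. falciparum. Red cells, 2% hematocrit and 0.05% parasitemia final, were cultured with compound through two parasite generations (96 hours) at 37 C, 5% CO2.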
* hit, by the source's call; ? = inconclusive; . = no result given; & = joins results of further samples; [ ] = dose if it differs, or a comment. Unless noted, calls follow the shape of the dose curve; as a rule, active = well fitted curve in the direction sought with a large enough effect; inconclusive = small, poorly fitted or top-dose-only effect, or another doubt; inactive = no such curve, though single readings can be large; an effect the other way counts as inactive or inconclusive.

SMILES	Shiga toxin inh	HCV inh	LmPK inhibitor	Tb PYK inh	CHX counter	Pf growth 48h	Pf growth 96h
Cc1cc(=O)oc2cc(OCC(=O)N3CC[C@@]4(O)CCCC[C@H]4C3)c(Cl)cc12	-5	-64%	-6%	4%	-2	5%	?
O=C(COC(=O)c1sc2ccccc2c1Cl)NC1CCCCC1	13	15%	-4%	1%	20*	16%	43%
CC(C)Cc1cc(C(=O)Nc2cccnc2)no1	111*	24%	-10%	-3%	35*	.	0%
Cc1ccc(C(=O)Nc2cccc3[nH]c(C(F)(F)F)nc23)cc1	22	?	-6%	5%	3	8%	-13%
CCCC(=O)Nc1cc(C)c(NC(=O)c2ccncc2)cn1	15	7%	4%	0%	0	27%	.
CCC(=O)NC(Nc1sc2c(c1C(=O)OC)CCC2)C(Cl)(Cl)Cl (stereo unspecified)	-10	?	1%	-13%	-1	?	?
CSc1ncccc1C(=O)Nc1nnc(C2CC2)s1	1	23%	-2%	-1%	-4	-6%	41%[activator]
COc1ccc(/C=C2\Oc3cc(OCC(=O)N4CC(O)C[C@H]4C(=O)O)ccc3C2=O)cc1OC (stereo partly specified)	-2	-9%	-8%	3%	-3	21%	-29%
O=C1c2ccc3c4c(ccc(c24)C(=O)N1NC(=O)C(F)(F)F)CC3	-25	7%	5%	3%	-1	.	48%[activator]
COc1cc(/C=C/C(=O)OCC(=O)NC2CC2)cc(S(=O)(=O)N2CCc3ccccc32)c1OC	-7	?	0%	1%	1	?	?
O=C(NCCCn1ccnc1)Nc1cccc(Cl)c1	-2	20%	-6%	4%	2	4%	-9%
O=C(Nc1cc(C(F)(F)F)ccc1-n1cncn1)c1ccc(-c2ccccc2)cc1	6	-29%	-1%	-3%	5	.	?
COc1cccc(OCc2cc(/C=N/Nc3ccc(C(=O)O)cc3)ccc2OC)c1	53*	0%	3%	-11%	41*	9%	-8%
CCC(C)(C)NC(=O)CN(C(=O)c1csnn1)c1cccc2c1CCCC2	4	-9%	0%	2%	6	-10%	?
Cc1ccc(-c2cc(Cc3ccccc3)c(=O)[nH]n2)cc1	34	-5%	4%	-1%	11	8%	0%
O=C(COC(=O)c1ccc(O)cc1)Nc1ccccc1-c1ccccc1	-8	?	-1%	3%	-5	-30%	?
CCCCC(=O)NC1=C(C(=O)OC)SCC1	-15	7%	0%	-3%	-7	-6%	-24%
Cc1cc(N2CCN(C(=O)c3ccco3)CC2)n2nc(C)c(-c3ccc(Cl)cc3)c2n1	18	.	0%	.	-2	14%	4.1µM*
CCC1Oc2ccccc2C(=O)N(CC(=O)c2ccc3c(c2)OCCO3)C1=O (stereo unspecified)	46	2%	4%	0%	34*	42%	26%
CCN(CCO)Cc1csc2cc(C)ccc12	-16	-9%	3%	3%	-1	0%	?
CCCCOC(=O)c1ccc(NC(=O)C(=O)NCc2ccccn2)cc1	14	-9%	-1%	-2%	0	0%	13%
COc1ccc(NC(=O)C2CCC(CNS(=O)(=O)c3cccs3)CC2)cc1 (stereo unspecified)	9	0%	7%	-5%	4	4%	13µM*
CC(Oc1ccc(Cl)cc1Cl)C(=O)OCn1nnc2ccccc2c1=O (stereo unspecified)	-14	5%	1%	-2%	-6	.	14%
O=C(/C(C=Nc1cc2c(oc1=O)CCCC2=O)=C(\O)c1ccccc1)c1ccccc1	125*	-11%	-2%	-10%	40*	24%	56%[activator]
CCOC(=O)c1c(/N=C/C2=C(O)CCCC2=O)sc(C)c1C	-5	3%	1%	-8%	-3	16%	8%
CCOC(=O)C1CCCN(S(=O)(=O)c2ccc(Cl)nc2)C1 (stereo unspecified)	.	11%	.	-7%	.	?	7%
Cc1ccc2nc(SCC(=O)Nc3cc([N+](=O)[O-])ccc3F)[nH]c2c1	-10	?	-2%	2%	-5	-1%	-28%
CCOC1=C/C(=C/c2c(N)n3nc(-c4ccccc4)sc3nc2=O)C=CC1=O	-10	14%	-3%	-9%	-3	?	39%[activator]
CNc1nc(-c2ccc3c(c2)CCN3C(=O)c2ccccc2C)cs1	64*	?	-9%	-10%	34*	?	-12%
CC(C)CN(C(=O)COC(=O)Cc1n[nH]c(=O)c2ccccc12)C1CCS(=O)(=O)C1 (stereo unspecified)	-20	10%	-1%	9%	-2	8%	?
CCOC(=O)c1c(C)[nH]c(C)c1C(=O)CSc1nnnn1-c1ccccc1	-13	?	-4%	-4%	-1	.	12µM*
COc1cc2c(cc1OC)-c1cc3ccc(OC)c(OC)c3c[n+]1CC2	.	?	.	5%	.	0.19µM*	0.17µM*
CCc1ccc(OCc2ccc(C(=O)O)o2)cc1	101*	14%	3%	4%	64*	207%[activator]	7%
CCc1nnc(NC(=O)c2cccs2)s1	27	11%	-3%	-7%	1	.	?
O=C(N/N=C1/CC(c2ccccc2)Oc2ccccc21)C1CC1 (stereo unspecified)	23	1%	-3%	5%	-5	-14%	-11%
Cc1ccc(-n2c(-c3ccncc3)nnc2-c2ccco2)cc1	-8	17%	-7%	5%	-5	-5%	.
Cc1ccc([N+](=O)[O-])cc1N(CC(=O)Nc1ccc(S(=O)(=O)Nc2cccc(C(F)(F)F)c2)cc1)S(C)(=O)=O	10	?	1%	5%	-1	3%	-14%
Cc1[nH]c2ccccc2c1C(=O)COC(=O)Cn1c(C)nc2ccccc21	-7	-26%	12%	7%	-3	3%	10%
c1ccc2c(c1)nc(Nc1ccc(N3CCCCC3)cc1)c1nncn12	10	?	1%	-8%	15*	-16%	-14%
Cc1cc2ccccn2c1C(=S)NC(=O)c1ccccc1	37*	-12%	-6%	0%	16	11%	-24%
COc1ccc(CNC(=O)[C@H](C)NC(=O)N2CCn3c2nc2ccccc23)cc1	-2	-2%	-5%	-4%	1	10%	22%
CCCCP(=O)(CCCC)CCP(=O)(c1ccccc1)c1ccccc1	-14	18%	0%	-1%	-2	4%	-13%
Cc1ccc(CSc2nc3ccncc3n2CC(=O)Nc2cc(C)cc(C)c2)cc1	14	12%[8.37 µM]	7%	3%	8	140%[activator]	?
CC(=O)Nc1cccc(NC(=O)CCn2cnc3cc(C)c(C)cc32)c1	-22	8%	1%	-2%	-3	?	?
Cc1cccc(OCC(=O)Nc2ccc3oc(=O)ccc3c2)c1C	-3	-2%	4%	-2%	6	-4%	4%
Cn1c(=O)cc(N2CCc3ccccc32)[nH]c1=O	-2	-7%	-3%	8%	-1	4%	-7%
Cc1ccnc(N2C(=O)c3ccccc3C2Nc2cccc(C)c2C)c1 (stereo unspecified)	28*	-9%	-2%	1%	15*	?	7%
COc1ccccc1/C=C(\NC(=O)c1ccc(OC)c(OC)c1)C(=O)Nc1cccc([N+](=O)[O-])c1	-10	-10%	3%	3%	1	-10%	0%
CCc1nc(N2CCOCC2)c(C#N)c2c1COC(C)(C)C2	-9	?	7%	1%	-3	.	.
O=C(NC12CC3CC(CC(C3)C1)C2)C1CCCN1C(=O)NC1CCCCC1 (stereo unspecified)	-6	4%	4%	-21%	8	-5%	-11%
O=C(Nc1cc(Cl)ccc1-n1cncn1)c1ccc(F)c(S(=O)(=O)N2CCOCC2)c1	.	?	.	1%	.	4%	6%
CCOC(=O)N1CCN(C(=O)CSC2=NS(=O)(=O)c3cc(F)ccc3N2)CC1	.	11%	.	4%	.	?	-1%
N#Cc1c(-c2ccccc2)nc(SCc2ccc(Cl)cc2)[nH]c1=O	-13	-7%	-1%	-4%	5	-1%	11%
CC(=O)c1ccc(NC(=O)C(C)N(C)CC(=O)Nc2ccc(Cl)cc2)cc1 (stereo unspecified)	18	-20%	4%	5%	14	-17%	?
Cc1[nH]c2ccccc2c1C(=O)CN1CC=C(c2ccccc2)CC1	-7	3%[0.335 µM]	4%	6%	-3	12µM*	?
COCC1CCN(C(=O)c2cc(COc3cncc(Cl)c3)on2)C1 (stereo unspecified)	-3	-1%	0%	-4%	-3	14%	?
C=CCN(CC=C)C(=O)c1ccncc1	-4	16%	-7%	2%	-5	12%	.
Cc1ccc(CNS(=O)(=O)c2c(C)[nH]c(C)c2C(=O)N2CCCCC2)o1	17	18%	-1%	2%	2	-8%	13µM*
CCOc1ccc2nc(NC(=O)CSc3nnc(-c4ccncc4)n3CC3CCCO3)sc2c1 (stereo unspecified)	84	-2%	0%	0%	27	65%[activator]	?
O=C(N/N=C/c1ccncc1)c1ccc(NS(=O)(=O)c2cccs2)cc1	25	21%	3%	3%	9	7%	32%[5.75 µM]

Three structures from above, ordered by SMILES length, highest first.
SMILES	Shiga toxin inh	HCV inh	LmPK inhibitor	Tb PYK inh	CHX counter	Pf growth 48h	Pf growth 96h
O=C(N/N=C/c1ccncc1)c1ccc(NS(=O)(=O)c2cccs2)cc1	25	21%	3%	3%	9	7%	32%[5.75 µM]
Cn1c(=O)cc(N2CCc3ccccc32)[nH]c1=O	-2	-7%	-3%	8%	-1	4%	-7%
C=CCN(CC=C)C(=O)c1ccncc1	-4	16%	-7%	2%	-5	12%	.

The list continues.
SMILES	Shiga toxin inh	HCV inh	LmPK inhibitor	Tb PYK inh	CHX counter	Pf growth 48h	Pf growth 96h
CCOC(=O)N1CCC(N2C(=O)c3ccc(C(=O)Nc4ccc(F)cc4F)cc3C2=O)CC1	-8	-5%&22%	-1%	7%	-6	0%	-16%
CN1CCNC(=O)C1CC(=O)NCC1(c2ccccc2)CCCCC1 (stereo unspecified)	-12	18%	-2%	-8%	-3	2%	-16%
CCOC(=O)c1cc(=O)n2c(nc3ccccc32)[nH]1	.	16%	.	-9%	.	4%	-11%
COc1ccc(C(C)=O)cc1CSc1ccc(S(=O)(=O)N2CCOCC2)cn1	.	?	.	3%	.	?	?
COc1cccc(/C=C2\NC(=O)NC2=O)c1O	41*	11%	1%	2%	24	76%[activator]	0.93µM*
O=C(CN1C(=O)c2ccccc2C1=O)Nc1ccc(Cl)cn1	12	1%	-3%	3%	-2	22%	-1%
Cc1ccc(-n2c(-c3ccco3)nc3c(cnn3-c3ccccc3C)c2=O)cc1	-13	9%	8%	6%&-1%	-7	.	-9%
CCOC(=O)c1c(-c2ccc(OC)cc2)oc2ccc(OC(=O)N(C)C)cc12	-1	0.32µM*	1%	-5%	3	?	?
CC(C)CNC(=O)c1cccc(NC(=O)C(C)Oc2ccccc2)c1 (stereo unspecified)	-9	-3%	-6%	5%	-3	1%	?

A second format for part of the listing above.
Structure | Shiga toxin inh | HCV inh | LmPK inhibitor | Tb PYK inh | CHX counter | Pf growth 48h | Pf growth 96h
Cc1ccc(-c2cc(Cc3ccccc3)c(=O)[nH]n2)cc1 | 34 | -5% | 4% | -1% | 11 | 8% | 0%
O=C(COC(=O)c1ccc(O)cc1)Nc1ccccc1-c1ccccc1 | -8 | ? | -1% | 3% | -5 | -30% | ?
CCCCC(=O)NC1=C(C(=O)OC)SCC1 | -15 | 7% | 0% | -3% | -7 | -6% | -24%
Cc1cc(N2CCN(C(=O)c3ccco3)CC2)n2nc(C)c(-c3ccc(Cl)cc3)c2n1 | 18 | . | 0% | . | -2 | 14% | 4.1µM*
